# NOD2 inhibition: NOD2 signaling inhibitors, cell-based, luminescence, uHTS, HEK293 (AID 1566) | HEK293 NOD2/NF-kB luciferase reporter, luminescence; higher % means a stronger effect | inhibition, % at 4 µM; hits with a dose series show EC50 in µM | hit rate 0.63% among 290,000; further: many of its hits are not listed in these tables
# GPR55 activation: GPR55 agonists via beta-arrestin recruitment, primary screen, imaging, U2OS cells, beta-arrestin-GFP redistribution (AID 1961) | U2OS GPR55 beta-arrestin-GFP redistribution imaging; higher % means a stronger effect | one-dose activation, % at 10 µM; EC50 in µM for titrated hits | hit rate 0.048% among 290,000;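 active means activation above 40% with more than 50 cells counted in the well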;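 further: U2OS osteosarcoma cells stably expressing GPR55 and beta-arrestin-GFP; plate controls were DMSO negative control for no effect and LPI positive control for full effect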
# ER stress rescue: protection against thapsigargin-triggered cell killing – 384-well, CSM14.1, ATP luminescence, primary screen (AID 1222). CSM14.1 thapsigargin-induced death rescue, ATP luminescence; higher % means a stronger effect. cellular ATP content (survival), % at 20 µM; hits with a dose series show EC50 in µM. 190,000 tested, under 10 active;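 active means EC50 below 50 µM in the dose-response confirmation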;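 further: death triggered by thapsigargin at about 15 µM added after 2 h compound pretreatment; cell ATP read after overnight thapsigargin exposure of roughly 18 to 22 hours; normalized against plate controls of thapsigargin alone and 5% DMSO vehicle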
# TNAP activation fold: human TNAP enzyme activators, primary screen, biochemical, luminescent, no phosphate acceptor, uHTS (AID 1001); purified TNAP, luminescent activation assay, no phosphate acceptor; higher activation fold means a stronger effect; activation fold at 20 µM; hits with a dose series show EC50 in µM; hit rate 0.03% among 200,000; in the data active means activation fold from about 3, or a potency from the dose series; inactive means the rest, 99 in 100 with activation fold below about 1.6; further: many of its hits are not listed in these tables
# Yfh1-depleted yeast: enhancers of respiration in Yfh1-depleted yeast, dose response, Friedreich's ataxia, plus single-dose screen (AID 1465); S. cerevisiae Yfh1-off respiration, WST-1 reduction, 72 h; higher fold induction means a stronger effect; fold induction at 50 µM; hits with a dose series show EC50 in µM; hit rate 0.074% among 220,000;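 active means fold induction of absorbance versus untreated yeast above a set limit, then at least 30% activation at any dose in follow-up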;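 further: activators that raise dye reduction in frataxin-depleted yeast; strong numbers were not always called active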
# KOR beta-arrestin-1: KOR antagonists, beta-arrestin recruitment, cell-based, luminescence, uHTS (AID 1778) | KOR beta-arrestin recruitment, luminescence, antagonist mode; higher % means a stronger effect | inhibition, % at 10 µM, or IC50 in µM where a hit was titrated | hit rate 0.091% among 290,000; further: strong numbers were not always called active
# NTR1 agonist: agonists of NTR1, primary screen, imaging, U2OS cells, beta-arrestin-GFP, high content (AID 493036). activation, % at 20 µM. NTR1-U2OS beta-arrestin-GFP spot imaging, agonist mode. hit rate 0.17% among 330,000;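 active means activation at or above 40% of the spot to cytoplasm intensity ratio, with at least 20 cells analyzed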;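 further: 0% = DMSO without peptide and 100% = 100 nM NTR1 peptide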
# Target sequence (P30989 whole entry, looked up): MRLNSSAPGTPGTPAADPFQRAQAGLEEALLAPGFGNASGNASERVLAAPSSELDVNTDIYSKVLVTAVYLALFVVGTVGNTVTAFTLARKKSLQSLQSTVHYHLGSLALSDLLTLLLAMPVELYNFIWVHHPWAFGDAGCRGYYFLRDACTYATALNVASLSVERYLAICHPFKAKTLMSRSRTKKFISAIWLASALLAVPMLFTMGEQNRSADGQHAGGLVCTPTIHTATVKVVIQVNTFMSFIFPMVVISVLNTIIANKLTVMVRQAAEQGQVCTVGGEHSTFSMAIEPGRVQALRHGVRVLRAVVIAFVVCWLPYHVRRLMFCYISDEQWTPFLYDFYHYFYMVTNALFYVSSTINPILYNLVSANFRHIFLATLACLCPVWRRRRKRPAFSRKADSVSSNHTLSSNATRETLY
# KOR beta-arrestin-2: kappa opioid receptor activators – cell-based, luminescence, uHTS, primary screen (AID 1777); KOR beta-arrestin recruitment, luminescence; higher % means a stronger effect; hit rate 0.02% among 280,000; one-dose activation, % at 10 µM; EC50 in µM for titrated hits; in the data active means activation above about 50%, passing the limit was not always enough; further: a part of the inactive calls stands beside numbers as strong as those of hits
# NOD1 inhibition: NOD1 signaling inhibitors, primary screen, cell-based, luminescence, uHTS (AID 1578); NOD1-driven NF-kB luciferase reporter cells, luminescence; higher % means a stronger effect; one-dose inhibition, % at 4 µM; EC50 in µM for titrated hits; hit rate 1% among 290,000; in the data active means inhibition mostly above about 36%, no sharp cut-off; inactive means mostly below about 34%;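 further: HEK-293T reporter cells stimulated with the NOD1 agonist gamma-tri-DAP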
# NTR1 agonist cell count 20 µM: second read-out of NTR1 agonist, no call of its own (marks repeat the call); cell count; measured here: cell count, cytotoxicity flag
# Active calls of the source: *; i = inactive; x = not tested or not shown; [ ] = dose if it differs, or a comment. Unless noted, no stated cut-off is given here; in the data, active means inhibition above about 50%; inactive means the rest.
SMILES,NOD2 inhibition,GPR55 activation,ER stress rescue,TNAP activation fold,Yfh1-depleted yeast,KOR beta-arrestin-1,NTR1 agonist,NTR1 agonist cell count 20 µM,KOR beta-arrestin-2,NOD1 inhibition
C(=N\n1cnnc1)/c1ccccn1,-6%,0.6%,2.3%,1.1,i,25%,-1.1,83,-1.8%,-23%
O=C(CN1C(=O)C2CCCCN2C(=O)c2ccccc21)Nc1ccc(F)cc1 (configuration not stated),12%,0.4%,x,1,i,-18%,-0.6,47,3.2%,-25%
COc1ccc(-n2c(C)csc2=S)cc1,-4%,0.6%,-1.1%,1.1,i,29%,1.3,80,11%,-32%
CCCNC(=O)Nc1nnc(C2CC2)s1,-21%,-0.3%,-1.2%,1,i,4%,2.5,90,0.1%,-26%
CCCc1c(C(=O)N/N=C/c2ccncc2)nnn1-c1nonc1N,2%,-0.1%,x,x,x,-12%,-0.3,83,-0.1%,0%
Cc1nn(CC(=O)NCc2cccc(F)c2)c(=O)c2cccn12,7%,0.0%,x,x,x,-36%,-0.2,67,12%,-14%
CSc1ccccc1NC(=O)c1csc(C)c1,-3%,0.6%,x,x,x,0%,-0.6,59,0.5%,-49%
O=C(O)/C(=C\c1ccco1)NC(=O)c1cccc2ccccc12,1%,-0.1%,-0.2%,1.1,i,-15%,0.1,74,0.6%,-2%
C=CCSC1=NC(=O)/C(=C/c2cccs2)S1,-101%,1.3%,1.0%,1,i,-7%,x,x,8.8%,-64%
CCOC(=O)CCc1c(C)c2ccc(OCc3ccc([N+](=O)[O-])cc3)cc2oc1=O,-24%,-0.1%,0.6%,1.2,i,15%,0.2,41,2.7%,-38%
CCN1CCN(c2ncnc3c2sc(=S)n3-c2ccccc2)CC1,9%,-0.1%,x,1,i,10%,3.1,50,-0.5%,-18%
COCc1nc2oc3ccccc3c(=O)c2cc1C(=O)OC,-14%,0.0%,x,x,x,-2%,1.2,90,-4.1%,-1%
COc1cc(-n2cnnn2)ccc1S(=O)(=O)N1CCOCC1,1%,0.2%,-1.6%,1,i,-17%,-0.6,83,5.4%,-8%
COCCN(C(=O)COC(=O)c1c(-c2ccccc2)noc1C)c1c(N)n(Cc2ccccc2)c(=O)[nH]c1=O,5%,-0.1%,x,x,x,-26%,0.2,55,3.6%,-15%
CC(C)c1nc2cc(Cl)ccc2n(Cc2ccccc2)c1=O,-10%,-0.2%,x,x,x,8%,1.6,39,-5.7%,-23%
CCN(CC)c1cc(Oc2ccccc2)ncn1,1%,-0.2%,-1.8%,1,i,-1%,0.6,85,-4.5%,-26%
CC(=O)c1c(C)[nH]c(C(=O)OCC(=O)Nc2ccccc2Cl)c1C,38%,0.2%,2.1%,1.1,i,-6%,0.2,36,-1.9%,51%*
COc1ccc(NC(=O)O/N=C/c2c(C)nn(C(C)(C)C)c2C)cc1,-73%,-0.4%,x,x,i,1%,2.1,40,-3.7%,-6%
CCCCCCN(C(=O)CCCCCN1C(=O)NC(c2ccc(-c3ccccc3)cc2)C(C(=O)OCc2ccccc2)=C1C)C(C(=O)NCCCC)C1CCCCC1 (configuration not stated),17%,-0.1%,x,x,i,8%,0.7,54,2.2%,2%
Cc1ccc(N(CC(=O)NCCSc2ccccn2)S(=O)(=O)c2ccc(F)cc2)cc1,8%,0.6%,1.1%,1.1,i,-6%,3.0,58,-0.4%,-30%

# Part of the list above with just KOR beta-arrestin-2, NOD1 inhibition and NTR1 agonist:
smiles | KOR beta-arrestin-2 | NOD1 inhibition | NTR1 agonist
C(=N\n1cnnc1)/c1ccccn1 | -1.8% | -23% | -1.1
CCN1CCN(c2ncnc3c2sc(=S)n3-c2ccccc2)CC1 | -0.5% | -18% | 3.1

# By substructure, the entries above containing an aryl thioether with sulfur outside any ring
SMILES,NOD2 inhibition,GPR55 activation,ER stress rescue,TNAP activation fold,Yfh1-depleted yeast,KOR beta-arrestin-1,NTR1 agonist,NTR1 agonist cell count 20 µM,KOR beta-arrestin-2,NOD1 inhibition
CSc1ccccc1NC(=O)c1csc(C)c1,-3%,0.6%,x,x,x,0%,-0.6,59,0.5%,-49%
Cc1ccc(N(CC(=O)NCCSc2ccccn2)S(=O)(=O)c2ccc(F)cc2)cc1,8%,0.6%,1.1%,1.1,i,-6%,3.0,58,-0.4%,-30%

# (listing goes on)
SMILES,NOD2 inhibition,GPR55 activation,ER stress rescue,TNAP activation fold,Yfh1-depleted yeast,KOR beta-arrestin-1,NTR1 agonist,NTR1 agonist cell count 20 µM,KOR beta-arrestin-2,NOD1 inhibition
Cc1[nH]c(C)c(S(=O)(=O)Nc2ccc(OC(F)(F)F)cc2)c1C(=O)N1CCCCC1,-1%,0.0%,x,x,x,-38%,1.7,55,3.7%,-17%
Cc1ccc2c(c1)C(C)(C)[C@]1(C)NC(=O)CCN21,-7%,0.6%,-2.6%,1.1,i,17%,-1.2,39,-2.6%,2%
O=C(Cn1cc(C(=O)c2ccco2)c2ccccc21)Nc1ccccc1F,-4%,0.2%,2.6%,1.1,i,-18%[20 µM],-1.6,63,x,-28%
Cc1cccc(-n2cnc3cc(C(=O)N4CCc5ccccc54)ccc32)c1,-8%,-0.2%,-2.1%,0.9,i,-34%,8.0,65,6.5%,24%
CCC(=O)N1CCC2(CC1)Oc1ccc(F)cc1C(=O)C21CC(c2ccc(Cl)cc2)=NO1 (configuration not stated),30%,-0.2%,x,x,i,28%,7.8,54,-2.9%,7%
CCc1cccc(NS(=O)(=O)c2c(C)nc3scc(C)n3c2=O)c1,3%,0.2%,x,x,x,-49%,0.2,41,8.6%,45%
Cc1ccc(N(CC(=O)NCc2ccccc2)C(=O)CCC(=O)Nc2ccccn2)cc1C,0%,-0.2%,x,x,x,-7%,-2.5,49,1.9%,2%
CC(C)c1ccc(NC2CCCN(C(=O)c3cnc4ccccn4c3=O)C2)cc1 (configuration not stated),5%,-0.1%,x,x,x,-26%,1.4,62,5.5%,-21%
CCOC(=O)C1CCC(CN(Cc2ccccc2C)S(=O)(=O)c2ccc([N+](=O)[O-])cc2)CC1 (configuration not stated),-1%,0.2%,-2.7%,1.1,i,30%,4.2,67,0.4%,-14%
CCc1cc(-c2n[nH]c(CCC(=O)O)c2-c2nc3ccccc3n2C)c(O)cc1O,-2%,-0.4%,-2.1%,1.2,i,29%,0.9,55,-5.9%,-26%
CC(C)OP(=O)(c1ccc(N(C)C)cc1)C(Nc1ccccc1)c1ccccc1 (configuration not stated),11%,-0.2%,x,x,i,30%,1.0,53,0.1%,-2%
O=C(CN1CCN(c2ccc(Cl)cc2)CC1)NCc1cccs1,10%,-0.1%,0.0%,1,i,-3%[20 µM],2.3,74,-0.8%,-13%
CCc1nc(SCC(=O)Nc2ccc3c(c2)OCCO3)c2oc3ccccc3c2n1,8%,-2.3%,-0.6%,1,i,12%,9.5,38,1.0%,41%
O=C(N/N=C/C1CC2CCC1C2)C1CC1 (configuration not stated),7%,-0.1%,x,x,x,19%,0.2,53,-0.7%,-14%
CC(=O)N1c2ccccc2C(=O)C1N(C)c1ccc(C)cc1 (configuration not stated),-13%,-0.1%,x,x,x,-18%,-0.3,106,-0.4%,-11%
Cc1cc(Cl)c(OCCN2C(=O)NC(C)(C)C2=O)c(Br)c1,16%,-0.1%,2.2%,1,i,-12%,-0.2,84,-5.4%,8%
CC(/C=N/NC(=O)c1cccc([N+](=O)[O-])c1)=C\c1ccccc1,-25%,0.0%,-1.6%,1,i,-65%,0.6,55,17%,69%
COc1ccc(C(C(=O)NC(C)(C)C)N(Cc2ccc(C)cc2)C(=O)CCC(=O)Nc2cc(C)on2)cc1 (configuration not stated),0%,-0.1%,6.4%,1,i,-29%[20 µM],4.4,61,x,-23%
COc1ccc(CN2C(=O)CSC2c2ccccn2)cc1 (configuration not stated),4%,0.2%,x,x,i,7%,4.9,54,x,-1%
CS(=O)(=O)N(Cc1ccc(C(=O)NCc2ccco2)cc1)c1ccccc1,-5%,-2.0%,-0.4%,1,i,-12%,-0.2,43,12%,36%
CCOc1ccc(NC(=O)CCC(=O)c2ccc(F)cc2)cc1,6%,0.2%,x,x,x,-15%,0.7,52,0.0%,15%
COCCCn1c(=O)c2sccc2n2c(CCCC(=O)NCC3CCCO3)nnc12 (configuration not stated),6%,-0.1%,x,x,x,-1%,0.0,64,-5.8%,-14%
O=C(CN1CCOCC1)NNc1c2ccccc2nc2ccccc12,-10%,-0.1%,x,x,i,20%,-0.1,68,x,18%
CCCCSCCCNC(=O)c1ccc(CS(=O)(=O)c2ccccc2OC)o1,-4%,-0.1%,x,x,x,34%,3.3,79,-0.4%,-6%
Cc1ccccc1-n1nnnc1SCc1csc(-c2ccccc2)n1,1%,-0.3%,1.6%,0.9,i,25%,0.8,67,-2.7%,20%
CN(CCc1ccccn1)C(=O)CCC1CCCN(Cc2ccccc2OC(F)F)C1 (configuration not stated),-8%,-0.2%,-2.0%,1.1,i,-20%,3.5,59,-1.6%,-20%
Cc1ccc(NC(=O)OC(C)CNC(=O)Oc2cccc(C)c2)cc1 (configuration not stated),-46%,0.0%,x,1.1,i,2%,-0.7,35,-5.2%,-44%
CCOC(=O)c1nn(-c2ccc(Cl)cc2)c2nc(CC)c(C#N)c(=O)n12,6%,0.5%,-1.6%,1.2,i,-15%,5.2,86,1.4%,-31%
CCCOP(=O)(OCCC)c1nc(-c2ccccc2)oc1NCc1ccccc1,12%,-0.1%,0.4%,1,i,2%,3.4,86,0.3%,6%
COc1ccc2sc3ccccc3c(=O)c2c1OC,-49%,0.0%,-2.3%,1.1,x,7%,2.1,38,-3.5%,97%*
CCOC(=O)C1=C(N)OC2=C(C(=O)CC(C)C2)C1c1cccnc1 (configuration not stated),22%,-0.1%,8.2%,1.1,i,15%,2.1,56,0.7%,-10%
CCCCn1c(N)c(-c2nc3ccccc3o2)c2c([N+](=O)[O-])nn(C)c(=O)c21,7%,0.7%,-1.4%,1,i,-5%,1.8,79,-2.2%,-7%
O=C(c1nc2ccccc2[nH]1)c1ccccc1[N+](=O)[O-],-41%,-0.1%,x,x,i,19%,-0.6,34,-5.0%,-14%
COc1ccc(Nc2ncnc3nc[nH]c23)cc1OC,-19%,0.6%,x,2.1,i,-2%,1.5,87,-5.7%,15%
N#CCSc1nnc(Cc2cccc3ccccc23)n1C1CCCCC1,3%,-0.2%,1.7%,1.1,i,25%,-4.7,87,-6.8%,17%
Cc1c(C(=O)Nc2ccncc2)oc2ccccc12,-15%,-0.2%,-1.5%,1.1,i,-42%,0.5,90,7.0%,21%
CCCn1c(=O)c(C(=O)OCC)c(O)c2cc(Br)ccc21,17%,-0.4%,1.2%,1.1,i,-24%,5.4,91,-1.4%,-8%
CCOCCCNC(=O)c1ccc(CS(=O)(=O)c2cccc(C(F)(F)F)c2)o1,6%,0.2%,x,x,x,-39%,2.0,75,-2.0%,-11%
CC(C)CC(C(=O)O)C(C)CC(=O)Nc1ccn(-c2ccccc2)n1 (configuration not stated),14%,0.2%,1.6%,1.1,i,37%,3.1,49,-4.2%,-22%

# These rows are one share of the data; the hit share may differ from the screen's.
